Screening data as filed in PubChem.
p47phox inh – blocks human p47phox regulatory protein of NADPH oxidases | P14598 | p47phox/p22phox peptide binding, fluorescence polarization, 2 h | inhibition, % at 24.7 µM | 220,000 compounds, 0.53% hits;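 note: 0% = p47phox with labelled peptide and 100% = labelled peptide alone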
Target sequence (P14598 whole entry, looked up): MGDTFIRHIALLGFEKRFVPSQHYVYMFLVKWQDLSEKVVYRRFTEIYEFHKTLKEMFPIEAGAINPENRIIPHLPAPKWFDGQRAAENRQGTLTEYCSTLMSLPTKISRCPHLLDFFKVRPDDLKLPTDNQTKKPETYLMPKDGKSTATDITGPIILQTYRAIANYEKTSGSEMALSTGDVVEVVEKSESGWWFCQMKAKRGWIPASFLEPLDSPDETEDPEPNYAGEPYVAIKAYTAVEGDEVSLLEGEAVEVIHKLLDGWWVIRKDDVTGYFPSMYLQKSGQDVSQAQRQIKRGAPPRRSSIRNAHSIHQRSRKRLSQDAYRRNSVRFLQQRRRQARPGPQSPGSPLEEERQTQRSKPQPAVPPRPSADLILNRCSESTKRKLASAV
EBV gp42 inh – EBV gp42 inhibition; Q1HVG2; Fluorescence polarization binding assay, mP read-out; inhibition, % (tested at 21.74 µM); 220,000 compounds, 0.42% hits; AID 1085; in the data active = inhibition above about 50%
Cl transport mod – modulates chloride dependent transport by human KCC2; 190,000 compounds, 2.2% hits; AID 1456; KCC2 cells, thallium flux FluoZin-2 fluorescence; B-score of Tl+ flux slope (higher = more flux/activation; lower = inhibition) at 10 µM; Q9H2X9;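 active = thallium flux slope and its plate-corrected score both differing from the plate sample mean at a set confidence after two filtering rounds, in either direction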;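 note: slope of fluorescence scaled to starting intensity during 10 to 20 s after thallium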
KLK5 inh – blocks human kallikrein 5 protease activity; recombinant hK5, fluorogenic AMC substrate cleavage; inhibition, % at 5 µM; Q9Y337; 210,000 compounds, 0.59% hits;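 active = inhibition of 40% or more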;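 note: 0% = enzyme controls without compound and 100% = no-enzyme blanks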
14-3-3 Bad inh – disrupts binding of bovine 14-3-3 zeta to phospho-Bad peptide; P63103; TR-FRET 14-3-3zeta/Dy647-pBad peptide displacement, 1 h; inhibition, % at 21.7 µM; 220,000 compounds, 0.71% hits; AID 781;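 active = inhibition above about 70%, limit read from the data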;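 note: 0% = full 14-3-3 plus peptide FRET controls and 100% = background without 14-3-3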
Target sequence (P63103 whole entry, looked up): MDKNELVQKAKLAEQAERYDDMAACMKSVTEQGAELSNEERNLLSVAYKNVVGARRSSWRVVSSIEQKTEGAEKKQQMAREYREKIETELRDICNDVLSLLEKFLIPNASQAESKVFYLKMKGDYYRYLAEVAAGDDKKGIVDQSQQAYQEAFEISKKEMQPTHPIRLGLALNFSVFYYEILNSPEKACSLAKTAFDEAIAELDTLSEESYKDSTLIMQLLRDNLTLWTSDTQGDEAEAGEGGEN
Rad51 HR inh – blocks human Rad51 in homologous recombination; hRad51 DNA strand exchange, fluorescence dequenching; inhibition, % at 10 µM; 200,000 compounds, 0.085% hits;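 active = inhibition above 40% at the single screening dose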;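 note: 0% = DMSO control wells and 100% = blanks with heterologous ssDNA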
Target sequence (Q06609 whole entry, looked up): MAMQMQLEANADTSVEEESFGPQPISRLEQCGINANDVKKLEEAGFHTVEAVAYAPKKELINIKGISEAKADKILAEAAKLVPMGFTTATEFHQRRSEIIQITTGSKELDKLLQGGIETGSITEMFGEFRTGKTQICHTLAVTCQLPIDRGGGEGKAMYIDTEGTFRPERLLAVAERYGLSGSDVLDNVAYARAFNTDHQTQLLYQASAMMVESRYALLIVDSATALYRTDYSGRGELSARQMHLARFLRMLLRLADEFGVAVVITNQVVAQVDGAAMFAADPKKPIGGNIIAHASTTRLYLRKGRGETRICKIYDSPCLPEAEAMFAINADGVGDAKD
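System: hRad51 filaments on single-stranded DNA; reagent: Fluorescein- and BHQ1-tagged 47-mer duplex; compound dosing: one concentration, 10 µM final; timing: filaments 15 min 37 °C, then compound 30 min; measured by: fluorescein emission 520 nm, excitation 485 nm; benchmarks: per-plate controls and blanks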
Thrombin inh – thrombin (human) inhibition | 220,000 compounds, 0.26% hits | inhibition, % at 5 µM | alpha-thrombin, Boc-VPR-AMC fluorogenic substrate cleavage | P00734 | AID 1046;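 active = inhibition at or above 40%; inactive = inhibition below 40%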;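 note: 0% = enzyme with no compound and 100% = wells without enzyme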
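Material: Human alpha-thrombin protein | Buffer or medium: pH 7.5 Tris-saline with Tween 20 | Reagent: Boc-VPR-AMC substrate, 15 µM final | Schedule: Reaction at ambient temperature | Detection: AMC fluorescence at 355 nm excitation and 460 nm emission | Evaluation: Percent inhibition scaled between no-compound controls and no-enzyme blanks | Controls: no-compound enzyme wells and no-enzyme blanks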
eIF4E 4G PPI – inhibitors of eIF4E and eIF4G interaction in translation initiation | P63073+Q04637 | TR-FRET eIF4E-eIF4GI(517-606) binding, 2 h | inhibition, % at 21.7 µM | 220,000 compounds, 0.37% hits | AID 782;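 note: 0% = full FRET control wells and 100% = background wells lacking eIF4GI fragment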
Furin inhibitor – human furin inhibition; P09958; purified furin, fluorogenic substrate cleavage; inhibition, % at 30 µM; 220,000 compounds, 0.061% hits; AID 463115; in the data active = inhibition above about 25%; note: inactives centre near -15
Active calls of the source: *; . = not tested or not shown; [ ] = another dose, or the depositor's remark.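 Rule for the calls, unless noted: active = inhibition above about 30% (limit read from the data); inactive = the rest.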

p47phox inh	EBV gp42 inh	Cl transport mod	KLK5 inh	14-3-3 Bad inh	Rad51 HR inh	Thrombin inh	eIF4E 4G PPI	Furin inhibitor	Structure
-8	-21	-0.1	-21	-21	4	-3	-10[fluorescence artefact?]	-9	N/N=C(\c1ccccc1)C12CN3CN(CN(C3)C1)C2
-23	-12	-0.36	5	30	-25	1	20	-7	Cc1ccc(-n2nc(-c3ccco3)cc2C(=O)O)cc1
-14	-25	0.79	-3	4	.	4	0	-10	FC(F)(F)c1nc2ccccc2c2nc3ccccc3n12
0	8	-0.79	-20	-6[fluorescence artefact?]	20	-9	4	-8	Cc1[nH]c2ccccc2c1/C=N/NC(=O)Cc1cccs1
-1	-6	-0.046	-2	7	1	2	0	-19	Cc1cc(=O)n2c3ccccc3n(CC(O)CN3CCOCC3)c2c1C#N (stereo unspecified)
8	4	-2.9	-2	4	9	-10	-2	-11	CC1Cc2ccccc2N1C(=O)CSc1nn2c(=O)c(C(C)(C)C)nnc2s1 (stereo unspecified)
-36	-3	0.9	-19	-8	-5	-3	-8	-24	CCOc1ccc(CCNC(=O)C2CCN(S(=O)(=O)CC)CC2)cc1OCC
5	-17	-1.8	9	-1	-3	8	-2	-28	Oc1c(C(c2ccc(F)cc2)N2CCc3ccccc3C2)sc2ncnn12 (stereo unspecified)
-15	3	0.014	-6	-4	-6	0	1	-9	O=S(=O)(c1cccs1)N1CCC(CO)(Cc2ccc(Cl)cc2)CC1
2	-9	-0.65	-5	-2	-5	-3	0	-21[20 µM]	CC(C)NC(=O)Cn1c(SCC(=O)c2ccc(F)cc2)nc2ccccc21
4	-12	-0.1	0	-6	15	-1	-2	-13	O=C(O)c1ccc2cccnc2c1O
-3	7	-1.3	-48	-1[fluorescence artefact?]	6	-4	1	-22	CC(=O)Nc1ccccc1/C=C/c1ccc2c(C)ccc(O)c2n1
-1	4	-1.5	-1	-13	-15	-2	-3	3	O=C1/C(=C/c2ccncc2)SC(=S)N1Nc1ccccc1
-4	0	0.32	-15	-7	8	-7	15[fluorescence artefact?]	-35	O=C(O)c1cc(S(=O)(=O)N2CCCCC2)sc1Cl
-7	-2	.	-31	-3	2	0	8	-4[20 µM]	Cc1cc(C)c(N(C(=O)Cn2nnc3ccccc32)C(C(=O)NC(C)(C)C)c2ccsc2)c(C)c1 (stereo unspecified)
-6	-22	-0.24	0	-4	-3	-19	-1	-27[20 µM]	c1ccc(-n2cnnc2SCc2cn3cccnc3n2)cc1
-14	-8	.	-4	7	-5	-2	4	-5	CCc1cc(=O)oc2cc(OCC(=O)N(CC)CC)c(Cl)cc12
-8	-3	0.11	0	-1	8	-4	-4	-32	C#CCNC(=O)C1=C[C@@H](c2ccccc2)C[C@@H](OCc2ccc(CO)cc2)O1
-9	-18	-0.92	-27	10	-3	-2	-2	-19[20 µM]	CC(c1ccccc1)N1C(=O)c2ccc(C(=O)NCc3ccco3)cc2C1=O (stereo unspecified)
-1	-2	-0.14	-10	5	-7	-9	-2	-2	Cc1cccc(C)c1-n1nnnc1C(C)(C)N1CCN(N=O)CC1
150*	10	-0.47	0	-6	-10	-6	5	-21[20 µM]	O=C(c1ccco1)N1C(=O)c2cccc3cccc1c23
3	-5	0	0	3	-5	-2	-6	-8	COc1cc(OC)cc(C(=O)NNC(=O)c2ccc(S(=O)(=O)N(C)c3ccccc3OC)cc2)c1
-26	-19	-1.1	0	-14	.	0	-2	-12[20 µM]	O=C1N/C(=C/c2cccn2-c2ccc(F)cc2)C(=O)N1Cc1ccccc1
-6	0	-0.64	1	-3	-14	-5	-6	-10	CC1(OC(=O)CCc2ccccc2)C(=O)C=C2C=C(c3ccc(C#N)cc3)N(Cc3ccco3)C=C2C1=O (stereo unspecified)
-7	-9	-1.1	-3	-7	-4	-20	-1	-9	CCOc1ccccc1OCCC(=O)OCC(=O)c1ccc[nH]1
-6	-10	-0.76	-20	-20[fluorescence artefact?]	-5	0	1	-6	CCOc1ccc(OCC)c(NC(=O)CCCN2C(=S)NC(C)(C)CC2C)c1 (stereo unspecified)
-29	4	-0.07	2	-21	-4	-10	0	-10	Cc1cccc(C2c3[nH]c4ccccc4c3CCN2C(=O)c2cn(C)c3ccccc3c2=O)n1 (stereo unspecified)
-24	-2	1	-1	-2	2	-4	1	-12[20 µM]	N#Cc1cc2c(nc1SCc1ccccc1)CCCC2=O
-7	-6	0.068	-3	-2	.	2	-5	-29	CCCOc1ccc(NC(=O)C2OC3OC(C)(C)OC3C3OC(C)(C)OC23)cc1 (stereo unspecified)
-9	-1	1.1	14	8[fluorescence artefact?]	.	-2	2	-14[20 µM]	Cc1ccc(NC(=O)CSc2nnc(-c3cccs3)n2Cc2ccco2)cc1
-9	-24	-2.5	-1	-9	25	8	-3	-15	Cc1c(Nc2cc(Cl)c3nonc3c2[N+](=O)[O-])c(=O)n(-c2ccccc2)n1C
-2	-6	-0.53	-4	-2	0	2	2	-7	O=C(CN1C(=O)c2ccccc2C1=O)NCCOc1ccccc1
1	-17	0.78	-5	2	-2	-6	5	-4[20 µM]	CN(C(=O)C1CCCO1)c1nnc(-c2ccncc2)s1 (stereo unspecified)
-3	-3	-1	.	-5	.	3	-2	-3	N#Cc1c(-c2ccccc2)nc(SCC(=O)NC2CCCCC2)[nH]c1=O
-1	6	-0.15	-6	-1	3	-9	-2	-12	CCOc1ncccc1C(=O)OCc1ccc(C#N)cc1
-6	-25	-1.2	-18	-14	0	3	1	-14	CCCc1cc(=O)oc2cc(OCc3cccc(OC)c3)c(Cl)cc12
-5	-9	0.73	0	10[fluorescence artefact?]	-4	-5	4[fluorescence artefact?]	-27[20 µM]	NC(=O)COC(=O)c1ccc(S(=O)(=O)N2CCCCCC2)cc1
-8	-19	1.4	1	6	-1	-1	-2[fluorescence artefact?]	-31	CCOC(=O)N=S(N)(=O)c1ccc(Cl)cc1 (stereo unspecified)
-1	-11	0.41	-22	-1	-3	4	2	-21	COc1ccc(CNC(=O)Nc2cccc(C)c2)cc1
4	19	0.23	2	4	16	-2	1	-25	CN(C)c1nc(-c2ccccc2)ns1
-12	-18	-0.26	.	-5	.	-2	3	-25	COc1cccc(CC2(CO)CCCN(Cc3ccc(C)s3)C2)c1 (stereo unspecified)
-61	-34	-0.24	0	7	4	-2	-1	-26	CC1(C)Cc2nc3oc4c(=O)n(CC(=O)Nc5ccc(Cl)cc5)cnc4c3cc2CO1
0	-11	0.66	-2	0	1	-10	11	-11	CC(C)CC(O)C1CCN(C(=O)CCc2nnc(-c3ccccc3)o2)CC1 (stereo unspecified)
-17	-11	0.66	-8	-18	-2	4	-11	-26	O=C(Nc1nnc(-c2ccco2)s1)C1CCCCC1
-5	-11	-2.3	6	-6	-7	-1	3	-23	CCCn1c(SCC(=O)Nc2cc(S(=O)(=O)N(C)C)ccc2OC)n[nH]c1=O
-2	-12	.	.	-5	-8	3	-1	-25	O=C(c1ccc2c(c1)OCO2)C1CCCN(C(=O)c2cnn(Cc3ccccc3)c2)C1 (stereo unspecified)
-7	-10	.	4	-5	-1	-5	0	-29	O=C(COc1ccc(S(=O)(=O)NC2CCCC2)cc1)NCC1CCCO1 (stereo unspecified)
-7	-13	0.0095	2	2	3	1	0	-2	CC(C)(C)OC(=O)N[C@@H](Cc1ccccc1)[C@H](O)c1ccco1
-10	-9	1.2	1	2	7	-2	5	-19	CCOc1ccccc1C1C(C(=O)Nc2ccccc2OC)=C(C)Nc2nc(CCCO)nn21 (stereo unspecified)
-1	-5	-0.77	-5	-2	21	-8	1	-14	CC(C(=O)NCc1ccc2c(c1)OCO2)c1ccc([N+](=O)[O-])cc1 (stereo unspecified)

Of the compounds above, these have an aryl methoxy group:
p47phox inh	EBV gp42 inh	Cl transport mod	KLK5 inh	14-3-3 Bad inh	Rad51 HR inh	Thrombin inh	eIF4E 4G PPI	Furin inhibitor	Structure
3	-5	0	0	3	-5	-2	-6	-8	COc1cc(OC)cc(C(=O)NNC(=O)c2ccc(S(=O)(=O)N(C)c3ccccc3OC)cc2)c1
-6	-25	-1.2	-18	-14	0	3	1	-14	CCCc1cc(=O)oc2cc(OCc3cccc(OC)c3)c(Cl)cc12
-1	-11	0.41	-22	-1	-3	4	2	-21	COc1ccc(CNC(=O)Nc2cccc(C)c2)cc1
-12	-18	-0.26	.	-5	.	-2	3	-25	COc1cccc(CC2(CO)CCCN(Cc3ccc(C)s3)C2)c1 (stereo unspecified)
-5	-11	-2.3	6	-6	-7	-1	3	-23	CCCn1c(SCC(=O)Nc2cc(S(=O)(=O)N(C)C)ccc2OC)n[nH]c1=O
-10	-9	1.2	1	2	7	-2	5	-19	CCOc1ccccc1C1C(C(=O)Nc2ccccc2OC)=C(C)Nc2nc(CCCO)nn21 (stereo unspecified)

Continuation:
p47phox inh	EBV gp42 inh	Cl transport mod	KLK5 inh	14-3-3 Bad inh	Rad51 HR inh	Thrombin inh	eIF4E 4G PPI	Furin inhibitor	Structure
-6	15	.	1	7	-5	1	1	-32	CCN(CC)CCCNC(=O)CC1Oc2ccc(C)cc2NC1=O (stereo unspecified)
-8	-17	0.045	-1	9	-1	-2	-3	-23	COc1ccc(S(=O)(=O)N/N=C\c2ccc3c(c2)OCO3)cc1
-15	-12	0.12	-15	2	8	-4	-1	-20	Fc1ccccc1-c1csc(=Nc2cccnc2)n1CC1CCCO1 (stereo unspecified)
-8	-18	1.6	-6	5	-9	-4	5	-8	Cc1ccc(OCC(=O)Nc2cccc(S(=O)(=O)N3CCCCC3)c2)c([N+](=O)[O-])n1
-9	5	-0.1	-14	-13	17	1	1	-17	O=C(NCc1cccs1)C(=O)NCC1OCCCN1S(=O)(=O)c1cccs1 (stereo unspecified)
-11	-17	0.62	-5	-6	1	7	2	-14	Cn1c(N)c(C(=O)COC(=O)COc2ccc3ccccc3c2)c(=O)n(C)c1=O
-3	-7	-0.26	1	-2	1	0	-1	-7	CCOC(=O)/C=C/C(=O)OCC(=O)Nc1ccc([N+](=O)[O-])cc1
-10	-7	1.6	0	8	0	-10	4[fluorescence artefact?]	-19[20 µM]	Clc1ccc(-c2ccnc(Oc3ccc4ccccc4c3)n2)cc1
6	9	-0.13	-22	4	6	4	-1	-25	CN(C)S(=O)(=O)c1cc(NC(=O)CN2CCN(c3ccccc3F)CC2)ccc1Cl
-16	-8	-0.87	3	1	.	-4	5	-14	CC(NCCC1(Cc2ccccc2Cl)CCOC(C)(C)C1)c1cccs1 (stereo unspecified)
-9	-14	-0.13	-1	-5	-7	-4	4	-2[20 µM]	COc1ccc(C2N(S(=O)(=O)c3ccccc3)CCN2S(=O)(=O)c2ccc(C)cc2)cc1 (stereo unspecified)
-16	-5	.	-1	-8	-8	-1	0	-18[20 µM]	CCN(CC(=O)O)S(=O)(=O)c1cc(Cl)ccc1Cl
-5	-7	-1.2	-4	-5	0	-2	-3	-34	Cc1ccc(CNC(=O)C2CC3Cn4c(nc5cc(C)c(C)cc54)C3N2C)o1 (stereo unspecified)
-17	-19	-0.82	-2	-11	21	3	-2	-28[20 µM]	CCN(Cc1ccccc1)C(=O)COC(=O)c1n[nH]c2ccccc12

Complete entries, quoted from the list.
`Cc1ccc(OCC(=O)Nc2cccc(S(=O)(=O)N3CCCCC3)c2)c([N+](=O)[O-])n1` is listed as p47phox inh = -8; EBV gp42 inh = -18; Cl transport mod = 1.6; KLK5 inh = -6; 14-3-3 Bad inh = 5; Rad51 HR inh = -9; Thrombin inh = -4; eIF4E 4G PPI = 5; Furin inhibitor = -8
`O=C(NCc1cccs1)C(=O)NCC1OCCCN1S(=O)(=O)c1cccs1` (stereo unspecified) is listed as p47phox inh = -9; EBV gp42 inh = 5; Cl transport mod = -0.1; KLK5 inh = -14; 14-3-3 Bad inh = -13; Rad51 HR inh = 17; Thrombin inh = 1; eIF4E 4G PPI = 1; Furin inhibitor = -17
